Source: PubChem
CXCR6 inh – inhibitors of human CXCR6 receptor | 360,000 compounds, 0.36% hits | inhibition, % at 20 µM | AID 602244 | O00574 | CHO-K1 PathHunter CXCR6 beta-arrestin, luminescence; in the data active = inhibition above about 34%, passing the limit was not always enough;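 also: antagonist mode with CXCL16 agonist at 10 nM final; 0% = 10 nM CXCL16 with DMSO and 100% = unstimulated wells without agonist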
CCR6 antagonist – CCR6 (human) receptor antagonism; P51684; CHO-K1 CCR6 PathHunter beta-arrestin, luminescence, CCL20-stimulated; inhibition, % at 20 µM; 340,000 compounds, 0.49% hits; AID 493098;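 active = compounds whose inhibition of the agonist-driven luminescence signal at 20 µM reaches about 50%, limit read from the data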;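 also: cells stimulated with CCL20 at 14 nM final; plate controls were DMSO with CCL20 for no effect and DMSO without agonist for full effect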
UBC13 inh – inhibitors of human UBC13 polyubiquitin chain formation; P61088; 330,000 compounds, 0.47% hits; TR-FRET; inhibition, % at 20 µM; AID 485273; in the data active = inhibition above about 45%, passing the limit was not always enough
Target sequence (P61088 whole entry, looked up): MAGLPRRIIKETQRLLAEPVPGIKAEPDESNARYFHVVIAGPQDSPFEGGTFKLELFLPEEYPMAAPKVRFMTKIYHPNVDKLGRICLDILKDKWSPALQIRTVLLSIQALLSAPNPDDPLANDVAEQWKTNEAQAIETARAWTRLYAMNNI
Gli-Sufu block – blocks Gli-Sufu signaling in a luciferase reporter. Sufu-KO-LIGHT fibroblasts, Gli luciferase reporter luminescence. inhibition, % at 5 µM. 340,000 compounds, 0.74% hits. AID 588413;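 active = inhibition above about 55%, limit read from the data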;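 also: 0% = DMSO-treated cells and 100% = wells with medium but no cells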
Jurkat NFkB inh – inhibitors of the PMA/ionomycin-induced NF-kB reporter in Jurkat cells | PMA/ionomycin-induced NF-kB luciferase reporter, luminescence | inhibition, % at 4 µM | 330,000 compounds, 0.53% hits | AID 435003; in the data active = inhibition above about 50%
697 NFkB inh – inhibitors of the PMA/ionomycin-induced NF-kB reporter in 697 B cells; 330,000 compounds, 0.33% hits; AID 435022; 697 B-cell NF-kB luciferase reporter, 16 h; inhibition, % at 4 µM; in the data active = inhibition above about 35%
EBI2 block – antagonists of human EBI2 receptor; 360,000 compounds, 0.81% hits; AID 651636; inhibition, % at 5 µM; EBI2 beta-arrestin recruitment, luminescence, 7a,25-OHC stimulated; P32249; in the data active = inhibition above about 38%;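 also: enzyme fragment complementation signal reports receptor beta-arrestin coupling in cells; 0% = agonist plus DMSO wells and 100% = wells without agonist; some results beyond the cut were filed as inactive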
Target sequence (P32249 whole entry, looked up, the tested form may be a part): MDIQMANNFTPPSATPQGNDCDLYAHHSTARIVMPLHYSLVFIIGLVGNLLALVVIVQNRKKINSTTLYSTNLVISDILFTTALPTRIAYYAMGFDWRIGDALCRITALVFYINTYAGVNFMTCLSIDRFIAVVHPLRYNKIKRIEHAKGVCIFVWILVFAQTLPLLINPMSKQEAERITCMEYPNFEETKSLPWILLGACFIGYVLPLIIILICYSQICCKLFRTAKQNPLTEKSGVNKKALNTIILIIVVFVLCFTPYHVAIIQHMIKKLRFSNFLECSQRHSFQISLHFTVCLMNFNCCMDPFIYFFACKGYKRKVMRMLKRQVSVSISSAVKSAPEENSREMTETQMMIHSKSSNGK
APJ antagonist – blocks the human apelin receptor APJ; P35414; CHO-K1 APJ beta-arrestin complementation, luminescence; inhibition, % at 20 µM; 330,000 compounds, 0.32% hits;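 active = inhibition above about 40% at 20 µM, limit read from the data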;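 also: cells challenged with 10 nM apelin-13 agonist together with compound; plate controls were apelin-13 plus DMSO wells for no effect and DMSO wells lacking apelin-13 for full effect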
Target sequence (P35414 whole entry, looked up): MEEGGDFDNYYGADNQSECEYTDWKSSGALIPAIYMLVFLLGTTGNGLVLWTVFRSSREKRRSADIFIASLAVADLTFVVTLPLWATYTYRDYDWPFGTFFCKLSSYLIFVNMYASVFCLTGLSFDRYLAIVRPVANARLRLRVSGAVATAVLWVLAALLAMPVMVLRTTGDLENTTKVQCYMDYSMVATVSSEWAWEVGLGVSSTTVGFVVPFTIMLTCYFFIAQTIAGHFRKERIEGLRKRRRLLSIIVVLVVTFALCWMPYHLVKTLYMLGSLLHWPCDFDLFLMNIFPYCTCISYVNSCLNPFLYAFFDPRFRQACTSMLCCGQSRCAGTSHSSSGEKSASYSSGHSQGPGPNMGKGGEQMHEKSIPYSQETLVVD
Starred values were filed as active, the others as inactive; nt = no result given. No enrichment for hits; overall some 3% were active at least once.

SMILES	CXCR6 inh	CCR6 antagonist	UBC13 inh	Gli-Sufu block	Jurkat NFkB inh	697 NFkB inh	EBI2 block	APJ antagonist
CCOc1ccc(C2=CSC3=NCCN23)cc1Cl	0	-9	7	11	-10	-1	4	3
CC(NC(=O)c1cc(-c2ccncc2)nc2ccc(Cl)cc12)C1CCCO1 (centres undefined)	3	8	-5	-2	-8	-4	-2	22
CC(=O)c1c(C)[nH]c(C(=O)Nc2ccc(C)c(S(=O)(=O)Nc3ccc(C)cc3C)c2)c1C	-5	10	-5	12	21	3	8	-19
Cc1ccc(NC(=O)COC(=O)C2=COCCO2)c([N+](=O)[O-])c1	0	5	10	-13	5	15	-3	-2
NS(=O)(=O)c1ccc(CCNC(=O)Cn2c(=O)c3cccn3c3cccnc32)cc1	2	13	-3	2	8	-6	-2	0
CCCCCN(C(=O)CCC(=O)OCC(=O)N(C)c1ccccc1)c1c(N)n(CCCC)c(=O)[nH]c1=O	4	-6	-4	2	12	5	-4	27
CC(C)(C)NC(=O)C(c1ccco1)N(C(=O)Cn1nnc(-c2ccc(F)cc2)n1)c1ccccc1 (centres undefined)	nt	-10	-16	3	-6	-3	nt	-14
COCCNC(=O)c1ccc(N2CC3CC(C2)c2cccc(=O)n2C3)c(NC(=O)c2c(F)cccc2F)c1 (centres undefined)	-7	8	0	-1	-13	-11	-9	8
CC1CC(C)(C)NC(=S)N1CCC(=O)N1CCc2ccccc21 (centres undefined)	-5	6	-2	5	4	16	5	6
COCCN(C(=O)CSc1n[nH]c(-c2ccc(OC)cc2)n1)c1c(N)n(Cc2ccccc2)c(=O)[nH]c1=O	-5	2	-1	2	5	15	-4	21
CN(C)/C=C1/C(=O)Nc2ccccc21	9	-5	-8	2	8	10	-1	8
CCCCN1C(=N)N([C@@H](C)CN2CCC[C@H]2CN2C(N)=NC[C@@H]2Cc2ccccc2)C[C@H]1[C@H](C)CC	2	6	19	4	8	13	-14	3
Cc1ccnc(NC(=O)c2cc(S(=O)(=O)NCc3ccccc3)ccc2C)c1	7	6	9	-7	9	6	9	1
CC1(OC(=O)CCc2ccccc2)C(=O)C=C2C=C(c3ccc(C#N)cc3)N(C3CCCC3)C=C2C1=O (centres undefined)	-16	-13	-41	-1	-4	-6	-8	-40
O=C(NC12CC3CC(CC(C3)C1)C2)C1=COCCO1	4	17	4	5	-4	8	-8	0
CCOc1ccc(/C=N/NC2=NCCCCC2)cc1	-1	-1	1	9	-4	13	0	10
O=C(NCC1CCCO1)c1ccccc1OCc1ccc(Cl)cc1 (centres undefined)	13	11	5	-3	-27	-2	14	28
CSc1ncccc1C(=O)OCC(=O)c1ccc2c(c1)NC(=O)CO2	-12	6	20	-5	6	14	11	7
CCC(C)N(C(=O)COc1ccc(-c2nnco2)cc1)C1CCS(=O)(=O)C1 (centres undefined)	-10	-3	2	-4	16	15	1	-60
Clc1ncc(Cn2cccn2)s1	0	0	1	-6	9	3	-14	-1

An excerpt from above in order of the APJ antagonist value, descending.
Molecule	APJ antagonist
CC(NC(=O)c1cc(-c2ccncc2)nc2ccc(Cl)cc12)C1CCCO1 (centres undefined)	22
CCCCN1C(=N)N([C@@H](C)CN2CCC[C@H]2CN2C(N)=NC[C@@H]2Cc2ccccc2)C[C@H]1[C@H](C)CC	3
CC(=O)c1c(C)[nH]c(C(=O)Nc2ccc(C)c(S(=O)(=O)Nc3ccc(C)cc3C)c2)c1C	-19

More records.
SMILES	CXCR6 inh	CCR6 antagonist	UBC13 inh	Gli-Sufu block	Jurkat NFkB inh	697 NFkB inh	EBI2 block	APJ antagonist
N#CCCn1cc(C=C(C#N)C#N)c(-c2ccc(Cl)cc2)n1	6	8	-9	0	-6	-7	3	-7
C=CCOC(=O)c1cc(-c2ccc(/C=C3\C(=O)NC(=O)C(C#N)=C3C)o2)ccc1Cl	-1	40	nt	-7	nt	nt	-1	nt
Cc1csc(NC(=O)CCn2c(=O)oc3ccccc32)n1	2	-4	5	-2	4	7	2	6
S=C(Nc1cc(Cl)cc(Cl)c1)N1CCCC1	1	-1	-1	16	8	-8	3	-32
Cc1ccc(S(=O)(=O)N2CCC(NC(=O)C3CCCCC3)CC2)cc1	7	5	-12	6	-13	-6	9	-21
COc1cccc(C=O)c1OCCCOc1cccc2cccnc12	6	-7	-12	-52	-52	-93	2	-7
Cc1c(N=C2SCC(=O)N2/N=C\c2ccc(Br)cc2)c(=O)n(-c2ccccc2)n1C	-4	0	-7	-11	-9	14	5	10
C=CCOC(=O)C(=O)/C=C/c1ccc2c(c1)Cc1ccccc1-2	13	-4	-17	-1	-7	8	3	11
c1ccc(Cn2ccnc2-c2ccco2)cc1	-12	2	7	-12	-23	-30	0	9
O=C(NCc1ccc(F)cc1)c1cccs1	5	3	-2	-1	0	26	12	9
O=C1CN(C(=O)COc2ccccc2)CCN1	-6	4	-1	2	0	15	-5	3
CCOc1ccc(-n2c(C)c(C(=O)OC)c3cc(O)ccc32)cc1	-8	8	21	-28	15	0	2	4
COc1cc(NC(=O)CN2C(=O)C(c3ccccc3)=NC23CCCCCC3)cc(OC)c1	3	19	0	4	9	7	1	0
O=C(O)CSCCc1ccccn1	0	4	1	1	9	0	-29	19
S=c1[nH]cc(-c2ccccc2)[nH]1	-13	-14	0	-6	-9	10	-11	-5
CN(Cc1ccccc1OCCO)CC1CCCN(CCc2ccc(Cl)cc2)C1 (centres undefined)	8	7	7	8	-6	14	3	2
O=c1cc(NCc2ccco2)c2ccccc2o1	-12	5	-1	2	12	18	-7	-11
CCOc1ccc(CCNC(=O)C2CCN(S(=O)(=O)N3CC(C)CC(C)C3)CC2)cc1OCC (centres undefined)	-4	3	-8	-3	1	-48	7	-17
Nc1nc(N)c2cc([N+](=O)[O-])ccc2n1	1	-1	nt	1	nt	nt	11	nt
Cc1cc(Cl)ccc1Oc1nc(-c2ccccc2)ncc1S(C)(=O)=O	7	0	1	4	-8	1	9	9
Cn1c(-c2ccccc2)cc2onc(-c3ccccc3)c2c1=O	5	21	7	-25	-66	-325	10	7
Cc1ccc(C)c(NC(=O)CSc2n[nH]c(-c3ccncc3)n2)c1	-2	19	-1	3	4	12	-5	-1
O=C(O)CC(Cc1ccc(Cl)cc1)C(=O)NCC12CC3CC(CC(C3)C1)C2 (centres undefined)	-8	-8	-6	5	-6	1	10	4
CCOc1ccc(Cc2nnc(SCC(N)=O)n2C)cc1	-3	1	12	6	9	12	-8	6
COC(=O)C(CCSC)NC(=O)CNS(=O)(=O)c1ccc(Cl)cc1 (centres undefined)	4	-2	3	-1	12	1	4	4
Cc1ccsc1C(C(=O)NCc1ccccc1)N(C(=O)c1csnn1)c1ccccc1 (centres undefined)	-3	14	3	27	-15	7	10	-4
COc1ccccc1COCC(O)CNCCc1ccc(C(F)(F)F)cc1 (centres undefined)	-15	-1	4	3	-32	-41	15	-1
Cc1ccc(C(=O)C2OC(=O)C(C)(C)C(=O)C2(C)C)cc1 (centres undefined)	-7	6	2	5	0	-10	-9	6
COc1ccc(CCNC(=O)c2ccnc(C(C)(C)C)c2)cc1OC	-4	0	5	5	11	13	-8	-3
CC(C)(C)c1ccc(-c2nnc(NC(=O)c3ccccc3)s2)cc1	0	14	17	-70	-27	-67	8	15
O=C(N=C1N=C2C=CC=CN2Cc2ccccc21)c1ccc(S(=O)(=O)N2CCOCC2)cc1	11	5	11	-42	-23	-29	7	19
C[C@H](CO)N1C[C@H](C)[C@@H](CN(C)C(=O)Nc2ccc(C(F)(F)F)cc2)Oc2ccc(NS(=O)(=O)c3cccs3)cc2C1=O	-3	3	-9	-1	-7	0	3	3
O=C(Cn1nnc(-c2ccc(F)cc2)n1)OCC(=O)c1ccccc1	-2	-8	1	3	11	3	-41	3
COc1ccccc1NS(=O)(=O)c1cc(NC(=O)C(C)(C)C)ccc1N1CCOCC1	-2	-2	-2	-1	26	20	-28	4
COCCN1C(=O)N[C@H](c2cccc(C(F)(F)F)c2)C(C(=O)OC)=C1C	nt	nt	4	nt	12	3	nt	13
Cc1cc(C)cc(NC(=O)c2ccc3c(c2)CCN3S(C)(=O)=O)c1	6	8	5	-7	2	20	-1	15
COc1ccc(Nc2c(-c3ccc(OC)cc3)nc3cnccn23)cc1	2	11	24	9	12	3	8	-6
CCOc1ccc(C(=S)NC2CCCCC2)cc1	4	-8	4	16	-48	-47	10	36
O=C(Cn1cc(S(=O)(=O)Cc2ccccc2)c2ccccc21)Nc1ccccc1	1	-2	5	2	2	-3	-4	-17
O=C(N/N=C/c1ccc(Cl)cc1Cl)C(=O)NC1CC1	3	11	8	-7	11	10	7	5

Overlap with the part before: 2 entries; new compounds follow.
SMILES	CXCR6 inh	CCR6 antagonist	UBC13 inh	Gli-Sufu block	Jurkat NFkB inh	697 NFkB inh	EBI2 block	APJ antagonist
O=C(Cn1cc(S(=O)(=O)Cc2ccccc2)c2ccccc21)Nc1ccccc1	1	-2	5	2	2	-3	-4	-17
O=C(N/N=C/c1ccc(Cl)cc1Cl)C(=O)NC1CC1	3	11	8	-7	11	10	7	5
COc1ccccc1CC(=O)Nc1cc(C)ccn1	-5	18	-2	-11	-45	-28	1	-17
CCn1c(SCC(=O)NCCOC)nc2sc3c(c2c1=O)CCCC3	-12	2	-3	-7	6	0	-13	15
CCCC(=O)NC(Nc1cccc(C(F)(F)F)c1)C(Cl)(Cl)Cl (centres undefined)	-4	5	-5	-1	-3	4	12	-14
CCNc1nc(NCc2ccccc2)nc(SCC(=O)Nc2ccccc2)n1	-5	23	3	4	4	-8	1	7
CN(C)S(=O)(=O)N1CCN(C(=O)c2ccccc2)CC1	-3	-2	1	4	6	22	-2	-2
Cc1cccc(C(=O)N2[C@@H](C(C)C)COc3cc(Br)ccc3S2(=O)=O)c1	2	19	nt	-14	nt	nt	-10	nt
CC(=O)Nc1ccc(S(=O)(=O)NCCc2c[nH]c3ccc(C)cc23)cc1	1	11	-6	0	-6	-8	18	-15
O=c1[nH]c(SCc2cccc(Cl)c2)nc2[nH]ncc12	-3	11	3	-1	1	-20	-21	3
COc1ccc([N+](=O)[O-])cc1N1C(=O)c2cccnc2C1=O	-4	5	-11	-1	1	-6	4	-2
CCc1c(C)nc2ncnn2c1N1CCCC(C(=O)NCCc2ccc(OC)cc2)C1 (centres undefined)	-2	-1	13	-7	1	12	12	-13

Structural class, the entries above containing a CF3 group.
SMILES	CXCR6 inh	CCR6 antagonist	UBC13 inh	Gli-Sufu block	Jurkat NFkB inh	697 NFkB inh	EBI2 block	APJ antagonist
COc1ccccc1COCC(O)CNCCc1ccc(C(F)(F)F)cc1 (centres undefined)	-15	-1	4	3	-32	-41	15	-1
C[C@H](CO)N1C[C@H](C)[C@@H](CN(C)C(=O)Nc2ccc(C(F)(F)F)cc2)Oc2ccc(NS(=O)(=O)c3cccs3)cc2C1=O	-3	3	-9	-1	-7	0	3	3
COCCN1C(=O)N[C@H](c2cccc(C(F)(F)F)c2)C(C(=O)OC)=C1C	nt	nt	4	nt	12	3	nt	13
CCCC(=O)NC(Nc1cccc(C(F)(F)F)c1)C(Cl)(Cl)Cl (centres undefined)	-4	5	-5	-1	-3	4	12	-14
